Source: PubChem
BAZ2B block – blocks human BAZ2B. Q9UIF8. AlphaScreen BAZ2B-H3K14Ac peptide displacement. Potency, µM (top dose mostly 114 µM), for inactives: at the top dose activity change, negative = inhibition, most hits filed as inhibitors. hit rate 4.4% among 360,000. AID 504333; also: potency is read from the fitted curve at half-maximal effect; % is scaled to controls: 0 for no effect and ±100 for the full control effect; nearly all actives have a fitted effect of over 60% in size
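BAZ2B 50 nM plus b-H3(5-23)K14Ac 50 nM, PBS pH 7.4/0.01% Tween-20, 30 min RT; compound added (max 110 uM), 30 min RT; streptavidin donor/Ni-chelate acceptor beads 10 ug/mL final, 20 min dark; AlphaScreen read.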
GLS inh – glutaminase GLS (human) inhibition; GLS enzymatic activity, qHTS titration; Potency, µM (titrated, usually from 45.5 µM), inactives show top-dose activity change, negative = inhibition, usual class: inhibitors; hit rate 0.21% among 410,000; also: potency is read from the fitted curve at half-maximal effect; % is scaled to controls: 0 for no effect and ±100 for the full control effect
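Enzyme dispensed in phosphate buffer (45 mM, pH 8.2, 0.02% Tween-20), compounds pinned in, then 1 mM L-glutamine solution and the glutamate oxidase–HRP–Amplex Red mix added; fluorescence read immediately and again after 30 min at room temperature.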
G9a block – G9a (human) methyltransferase inhibition; hit rate 8.8% among 350,000; Q96KQ7; Potency, µM (titrated, usually from 102 µM), inactives show at the top dose activity, negative = inhibition, usual class: inhibitors; AID 504332; G9a H3K9 monomethylation, AlphaScreen, 2 h; also: potency is read from the fitted curve at half-maximal effect; % is scaled to controls: 0 for no effect and ±100 for the full control effect; nearly all actives have a fitted effect of over 75% in size
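Signal arises when biotinylated H3K9 peptide, once monomethylated, bridges streptavidin donor and antibody-captured acceptor beads. Enzyme at 20 nM was preincubated 15 min with test compounds; peptide 500 nM and SAM 20 uM then reacted for 2 h.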
Tb PGK inh – blocks T. brucei phosphoglycerate kinase | P07378 | PGK/GAPDH coupled, Kinase-Glo luminescence, 60 min | Potency, µM (top dose mostly 57.5 µM), for inactives: top-dose activity change, negative = inhibition, usual class: inhibitors | hit rate 0.043% among 380,000 | AID 602233; also: potency is read from the fitted curve at half-maximal effect; % is scaled to controls: 0 for no effect and ±100 for the full control effect; nearly all actives have a fitted effect of over 60% in size
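Luminescent ATP detection (Kinase-Glo Plus) follows a 60-minute room-temperature incubation, with wells lacking PGK as controls. Buffer: 100 mM TEA (pH 7.6), 5 mM MgCl2, 0.01% Tween-20. Coupling enzyme GAPDH (100 nM final) supplies unstable 1,3-BPG in-well.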
HP1b binding inh – blocks HP1-beta chromodomain binding to methylated histone tails; P83916; AlphaScreen HP1-beta / biotin-H3K9me3 peptide binding; Potency, µM (series often up to 114 µM), inactives show top-dose activity change, negative = inhibition, hits mostly inhibitors; hit rate 0.56% among 390,000; also: potency is read from the fitted curve at half-maximal effect; nearly all actives have a fitted effect of over 70% in size; inactives centre near 23
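AlphaScreen: HP1-beta (50 nM) preformed 30 min with biotin-H3(1-18)K9me3 peptide (50 nM) in PBS pH 7.4, 0.01% Tween-20. Compound added for 30 min at RT, then streptavidin donor/nickel chelate acceptor beads (10 ug/mL) for 30 min.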
ERG-DNA inh – ERG Ets/DNA interaction inhibition; Potency, µM (titrated, usually from 76.9 µM), for the others: at the top dose FP activity, negative = inhibition, hits mostly inhibitors; P11308; hit rate 0.028% among 370,000; fluorescence polarization, His-ERG Ets domain / labelled DNA; AID 624246; active = well fitted inhibition curve with a large enough effect in the polarisation, with a control signal flat; inconclusive = small, poorly fitted or top-dose-only effect, or effect the other way, or a change in a side signal; inactive = no such curve, though single readings can be large or run the other way; the % refers to the polarisation;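 also: polarization taken with two DNA probes labelled with fluorescein and Texas red; potency is read from the fitted curve at half-maximal effect; % of control where 0% means no effect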
Target sequence (P11308 whole entry, looked up, the tested form may be a part): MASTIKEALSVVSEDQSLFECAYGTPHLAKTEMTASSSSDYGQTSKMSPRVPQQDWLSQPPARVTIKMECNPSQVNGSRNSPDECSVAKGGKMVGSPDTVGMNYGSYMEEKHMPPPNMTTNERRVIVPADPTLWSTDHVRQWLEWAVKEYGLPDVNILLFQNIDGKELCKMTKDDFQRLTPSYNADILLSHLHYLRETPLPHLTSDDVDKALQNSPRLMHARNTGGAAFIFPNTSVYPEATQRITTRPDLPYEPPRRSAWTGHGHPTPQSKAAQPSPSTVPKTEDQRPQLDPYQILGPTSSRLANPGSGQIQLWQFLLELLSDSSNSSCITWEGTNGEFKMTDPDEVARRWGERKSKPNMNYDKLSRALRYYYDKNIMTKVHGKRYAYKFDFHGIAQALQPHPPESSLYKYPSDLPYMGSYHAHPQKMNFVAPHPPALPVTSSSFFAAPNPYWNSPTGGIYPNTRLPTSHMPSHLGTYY
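His-tagged ERG Ets domain (1 uM in the protein solution; 300mM KCl, 50mM Tris-HCl, 1mM EDTA, 1mM DTT, pH 7.5) received compound, then a probe mix of 5 nM fluorescein-DNA and 100nM Texas-615-DNA. Fluorescence polarization was read for both dyes.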
JMJD2A Tudor – blocks the human JMJD2A Tudor domain | O75164 | AlphaScreen JMJD2A-Tudor / H3K4me3 peptide binding | Potency, µM (titrated, usually from 114 µM), inactives show at the highest dose activity change, negative = inhibition, most hits filed as inhibitors | hit rate 4.4% among 390,000; also: potency is read from the fitted curve at half-maximal effect; % is scaled to controls: 0 for no effect and ±100 for the full control effect; nearly all actives have a fitted effect of over 50% in size
PI4K2A inh – inhibitors of human PI4K2A; hit rate 0.13% among 420,000; purified PI4K2A, ADP-Glo luminescence, 1 h; stronger effect = lower value; AID 1346378; Q9BTU6; activity change, negative = inhibition, % at 76.9 µM; in the data active = activity change below about -50%; inconclusive = mostly about -30% to -49%;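 also: -100% = wells without enzyme as full effect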
Target sequence (Q9BTU6 whole entry, looked up): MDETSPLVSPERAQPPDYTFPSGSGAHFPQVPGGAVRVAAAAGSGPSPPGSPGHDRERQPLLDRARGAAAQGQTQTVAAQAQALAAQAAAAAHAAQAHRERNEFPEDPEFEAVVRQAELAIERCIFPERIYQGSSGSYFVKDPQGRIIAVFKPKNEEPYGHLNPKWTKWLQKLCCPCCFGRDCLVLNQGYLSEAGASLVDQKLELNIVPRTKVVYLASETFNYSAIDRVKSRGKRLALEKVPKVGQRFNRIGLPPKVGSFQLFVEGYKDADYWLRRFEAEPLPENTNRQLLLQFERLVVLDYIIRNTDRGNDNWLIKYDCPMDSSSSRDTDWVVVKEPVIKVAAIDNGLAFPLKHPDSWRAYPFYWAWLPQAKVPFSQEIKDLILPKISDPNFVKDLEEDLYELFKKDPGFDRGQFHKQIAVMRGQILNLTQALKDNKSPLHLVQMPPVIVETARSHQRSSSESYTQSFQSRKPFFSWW
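ADP-Glo luminescence measured ADP generated by PI4K2A enzyme (4 ug/mL before mixing) with 1.2 mM PI substrate (pre-mix) and 300 microM ATP (pre-mix). Tris pH7.5 buffer with MgCl2, Triton X-100; 1 h reaction at ambient temperature.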
Pin1 inh – inhibitors of human Pin1; Pin1 FP peptide displacement, HiFluor488, 10 min; hit rate 0.009% among 390,000; Q13526; Potency, µM (top dose mostly 115 µM), inactives show at the top dose activity, negative = inhibition, usual class: inhibitors; active = well fitted inhibition curve with a large enough effect in the polarisation, with a control signal flat, not every such curve was filed as active; inconclusive = small, poorly fitted or top-dose-only effect, or effect the other way, or a change in a side signal; inactive = no such curve, though single readings can be large or run the other way; the % refers to the polarisation; also: potency is read from the fitted curve at half-maximal effect; % is scaled to controls: 0 for no effect and ±100 for the full control effect
Active calls of the source: *; i = inactive; ? = inconclusive; / = no result given; [ ] = remark or other dose. Unless noted, calls follow the shape of the dose curve; as a rule, active = well fitted curve in the direction sought with a large enough effect; inconclusive = small, poorly fitted or top-dose-only effect, or another doubt; inactive = no such curve, though single readings can be large; an effect the other way counts as inactive or inconclusive.

SMILES	BAZ2B block	GLS inh	G9a block	Tb PGK inh	HP1b binding inh	ERG-DNA inh	JMJD2A Tudor	PI4K2A inh	Pin1 inh
S=c1[nH]c2cnc(Cl)nc2[nH]1	/	-18%	/	8%	2%	1%	40µM*	6	4%
CN1C(=O)C(O)(CC(=O)c2ccc(F)cc2)c2cc(Br)ccc21 (stereo not drawn)	11%	0%	19%[59 µM]	0%	16%	-11%	?	3	-20%
COc1ccc(-c2cc(N)n(S(=O)(=O)c3c(F)c(F)c(F)c(F)c3F)n2)cc1OC	?	2%	-16%[59 µM]	-8%	15%	0%	-31%	18	?
Cc1ccc(C)c(N2CCN(S(=O)(=O)c3ccc(C4CCCCC4)cc3)CC2)c1	-11%	-2%	10%[59 µM]	4%	33%	4%	6%	-13	-3%
CCCCNC(=S)Nc1ccccc1Cc1ccccc1	50µM*	-15%	0%	3%	13%	1%	-25%	-11	1%
CCOC(=O)c1c(C)oc(NC(=O)COc2ccc(Cl)cc2C)c1C#N	?	21%	-5%[59 µM]	-6%	39%[activator]	-1%	-21%[57.1 µM]	-1	20%
CCN(C[C@H]1N[C@@](C)(C(=O)OC)[C@H]2C(=O)N(C)C(=O)[C@@H]12)S(=O)(=O)c1ccc(C(F)(F)F)cc1	/	3%	/	i	45%[activator]	4%	-17%	-5	6%
CC(C)NCc1cccc([N+](=O)[O-])c1	56µM*	-7%	2.5µM*	-4%	?	-5%	20µM*	0	-16%
O=C(O)CCSCc1ccccc1F	-4%	1%	2%[12.7 µM]	-5%	12%	-3%	-15%	-5	-10%
CCOC(=O)CSc1nnc([C@H](C)NC(=O)OC(C)(C)C)o1	-2%	-3%	12%[12.7 µM]	-6%	32%	-7%	20%	9	2%
CC1CC(C)CN(C(=O)C(C)N(C)CC(=O)Nc2ccc(Cl)cc2)C1 (stereo not drawn)	45µM*	0%	50µM*	-11%	?	7%	7.9µM*	2	4%
Cc1cc(C(C)(C)C)cc(S(=O)(=O)Nc2ccc(C(=O)O)cc2)c1C	?	-13%	-13%	4%	29%	-3%	0%	-23	-3%
O=[N+]([O-])/C=C\c1ccc(N2CCOCC2)cc1	/	23%	/	-6%	11%	-20%	-14%	-1	-7%
Cc1sc2ncn(CC(=O)NCc3ccccn3)c(=O)c2c1S(=O)(=O)N1CCOCC1	10%	3%	11%[59 µM]	-5%	45%[activator]	-5%	-5%[57.1 µM]	-5	-7%
OCC1N=C(c2ccccn2)OC1c1ccccc1 (stereo not drawn)	3%	0%	5%[59 µM]	-3%[11.5 µM]	17%	/	-13%	0	2%
Cc1ccccc1CC(=O)N1CCN(S(=O)(=O)c2ccc(Cl)s2)CC1	/	1%	/	5%	15%	7%	-10%	3	-1%
O=C(Nc1ccc(F)cc1)NC1CCN(Cc2ccccc2)CC1	-16%	0%	-5%	-2%	48%	0%	-4%	-4	9%
Fc1c(F)c(F)c(/C=N/NC(=S)Nc2cccnc2)c(F)c1F	-12%	-3%	47%[12.7 µM]	i	30%	0%	-20%	-11	-1%
CC(=O)/C(=N/Nc1cccc(Cl)c1)N1CCOCC1	?	40%[activator]	?	-5%	54%[activator]	2%	-35%	7	-3%
O=[N+]([O-])c1cc([N+](=O)[O-])c(N2CCOCC2)cc1NCc1ccccc1	?	-4%	?	-9%	-15%	-7%	?	0	-2%
CCCn1c(NC(=O)CN2C(=O)NC3(CCCCC3)C2=O)nc2ccccc21	-2%	1%	-2%[12.7 µM]	7%	35%	6%	-10%	1	6%
COc1cccc2cc(C(=O)NCCc3ccccc3)c(=O)oc12	-3%	-1%	13%[0.501 µM]	i	16%	12%	-12%	-5	1%
Cc1ccc(N2CC(C(=O)NCc3cccs3)CC2=O)cc1C (stereo not drawn)	-4%	-3%	11%[59 µM]	-1%	38%	5%	-6%	-11	2%
O=C(Nc1nc2c(s1)CCCC2)c1cc(-c2ccccc2)nc2ccccc12	-33%	6%	13µM*	i	-4%	-1%	-32%	-6	7%
O=C(Nc1nnc(CCN2CCCCC2)s1)c1ccc(Cl)cc1Cl	-5%	0%	-22%	-3%	37%[activator]	2%	-14%	4	-1%

3 entries from above, ordered by their value in PI4K2A inh, smallest number first.
SMILES	BAZ2B block	GLS inh	G9a block	Tb PGK inh	HP1b binding inh	ERG-DNA inh	JMJD2A Tudor	PI4K2A inh	Pin1 inh
O=C(Nc1nc2c(s1)CCCC2)c1cc(-c2ccccc2)nc2ccccc12	-33%	6%	13µM*	i	-4%	-1%	-32%	-6	7%
O=C(Nc1ccc(F)cc1)NC1CCN(Cc2ccccc2)CC1	-16%	0%	-5%	-2%	48%	0%	-4%	-4	9%
OCC1N=C(c2ccccn2)OC1c1ccccc1 (stereo not drawn)	3%	0%	5%[59 µM]	-3%[11.5 µM]	17%	/	-13%	0	2%

Next part
SMILES	BAZ2B block	GLS inh	G9a block	Tb PGK inh	HP1b binding inh	ERG-DNA inh	JMJD2A Tudor	PI4K2A inh	Pin1 inh
CCn1c(SCC(=O)c2ccc(CNC(C)=O)o2)nnc1-c1cccs1	-29%	-13%	18µM*	-3%	22%	-3%	?	1	?
COc1ccccc1C(=O)Nc1ccc(Nc2ccccc2)cc1	/	2%	/	i	32%	5%	4%	1	2%
CC(=O)c1sc(-c2cccc(Cl)c2)nc1C	4%	0%	34%	i	58%[activator]	2%	23%	0	-2%
Cc1c(Cl)cccc1NC(=S)NNS(=O)(=O)c1ccc([N+](=O)[O-])cc1	?	23%	?	3%	15%	1%	-23%	0	-4%
CCOC(=O)c1c(C)[nH]c(C)c1S(=O)(=O)NCCc1ccco1	-35%	4%	-11%[59 µM]	-1%	31%	2%	-31%	7	-5%
COc1ccc(C(=O)NCC2(c3ccccc3)CCOCC2)cc1	-14%	-10%	-3%[59 µM]	0%	25%	8%	5%	1	-6%
COC(=O)c1cccc(NC(=O)/C=C/c2ccc([N+](=O)[O-])cc2)c1	-30%	5%	2%[59 µM]	-1%	-10%	8%	-20%	9	-5%
CCc1nn(CC(=O)Nc2ccc(NC(C)=O)cc2)c(=O)c2cc3sccc3n12	-8%	2%	-33%[59 µM]	-9%	20%	1%	-15%	1	2%
C[C@H](NC(=O)[C@H](Cc1ccccc1)n1c(=O)[nH]c2ccccc2c1=O)C(=O)N1CCC[C@H]1C(=O)O	-11%	-6%	/	-1%	43%[activator]	5%	1%	7	-6%
COc1cc(C(=O)Nc2ccc(C)cc2C(NCC(=O)NN)c2ccccc2)cc(OC)c1OC (stereo not drawn)	-21%	19%	15%	i	28%	-6%	-23%	7	-8%
CCOC(=O)c1ccc(Nc2nc3nonc3nc2Nc2cccc(C)c2C)cc1	22µM*	-3%	-50%[59 µM]	i	-1%	7%	?	0	?
CC(=O)Oc1ccccc1C(=O)Nc1ccccc1C(=O)N1CCCCC1	-20%	0%	36%	i	55%[activator]	10%	1%	-1	-1%
COc1ccc(CCNC(=O)c2cc(Nc3ccccc3)nc3ccccc23)cc1OC	6%	-7%	0%[59 µM]	-5%	49%[activator]	-20%	-18%	-6	-1%
CC(=O)c1ccc(S(=O)(=O)N2CCN(C(=O)c3ccc(N)c([N+](=O)[O-])c3)CC2)cc1	4%	0%	40%[12.7 µM]	6%	24%	/	-30%	-1	-4%
CCS(=O)(=O)c1ccc(O)c(NC(=O)Nc2ccc(C(C)(C)C)cc2)c1	-24%	5%	1%	-7%	-10%	2%	-35%	1	-5%
CCOC(=O)c1c(NC(=O)Cc2ccccc2)sc2c1CCN(C)C2	-33%	-14%	?	i	50%	4%	-24%	0	3%
Cc1cc(C)c2c(=O)cc(C(=O)Nc3ccc(S(=O)(=O)N(C)Cc4ccccc4)cc3)oc2c1	-1%	0%	1%[59 µM]	-4%	2%	2%	-19%	1	8%
O=C(NC1CCN(Cc2ccccc2)CC1)C1CCN(S(=O)(=O)c2ccc(Cl)cc2)CC1	-4%	-5%	23%	-1%	8%	56%[activator]	?	-9	-3%
N#Cc1cc(Oc2ccccc2)c(-n2nnc3ccccc32)cc1C#N	8%	-5%	-8%[59 µM]	9%	81%[activator]	-22%	-1%[57.1 µM]	8	0%
Cc1cc(C)cc(C(=O)OCC(=O)NCC(F)(F)F)c1	7%	1%	-3%[59 µM]	-5%	36%	-1%	3%	4	0%
COc1ccc2[nH]c3c(c2c1)CCN1C(=O)C(CC(=O)NCc2cccc(C(F)(F)F)c2)C[C@H](C(=O)N2CCOCC2)[C@@]31C (stereo partly drawn)	/	0%	/	-8%	50%[activator]	14%	-24%	-2	-3%
O=C(Cc1ccc(S(=O)(=O)N2CCCC2)s1)N1CCN(c2ccccc2)CC1	/	-4%	?	-7%	12%	5%	-6%	-2	?

In the list so far, these contain a cyano group:
SMILES	BAZ2B block	GLS inh	G9a block	Tb PGK inh	HP1b binding inh	ERG-DNA inh	JMJD2A Tudor	PI4K2A inh	Pin1 inh
CCOC(=O)c1c(C)oc(NC(=O)COc2ccc(Cl)cc2C)c1C#N	?	21%	-5%[59 µM]	-6%	39%[activator]	-1%	-21%[57.1 µM]	-1	20%
N#Cc1cc(Oc2ccccc2)c(-n2nnc3ccccc32)cc1C#N	8%	-5%	-8%[59 µM]	9%	81%[activator]	-22%	-1%[57.1 µM]	8	0%
